# Compound activity from PubChem.
# L3MBTL1 block: L3MBTL1 (human) inhibition; Potency, µM (series often up to 57.1 µM), inactives show at the top dose activity, negative = inhibition, hits mostly inhibitors; AlphaScreen L3MBTL1–H3K9me1 peptide binding; Q9Y468; actives 0.66% (n = 230,000); also: % is scaled to controls: 0 for no effect and ±100 for the full control effect; nearly all actives have a fitted effect of over 60% in size
#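 Displacement of a biotinylated histone H3(1-15) peptide monomethylated at Lys9 (75 nM) from L3MBTL1 (50 nM) was measured by AlphaScreen after a 30 min room-temperature compound incubation; cefsulodin titration served as intraplate control.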
# ALDH1A1 block: ALDH1A1 (human) enzyme inhibition. P00352. Purified ALDH1A1, NADH fluorescence, propionaldehyde substrate. Potency, µM (top dose mostly 75.3 µM), for the others: top-dose activity, negative = inhibition, hits mostly inhibitors. actives 7.3% (n = 220,000); active = well fitted inhibition curve with a large enough effect, not every such curve was filed as active; inconclusive = small, poorly fitted or top-dose-only effect, or another doubt; inactive = no such curve, though single readings can be large or run the other way;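 also: plate controls were no enzyme wells and a reference inhibitor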
# Lamin A splicing: modulators of lamin A splicing; HeLa LMNA splicing GFP/RFP minigene ratio, 48 h; actives 0.01% (n = 200,000); Potency, µM (doses to about 46.1 µM), for the others: at the top dose ratio change, negative = inhibition, usual class: inhibitors; active = well fitted inhibition curve with a large enough effect in the signal ratio, with a control signal flat, not every such curve was filed as active; inconclusive = small, poorly fitted or top-dose-only effect, or effect the other way, or a change in a side signal; the % refers to the signal ratio; also: % is scaled to controls: 0 for no effect and ±100 for the full control effect
#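 S3 HeLa stable clones carrying a lamin A-EGFP splicing minigene plus DsRed2 were seeded at 600 cells/well in Opti-MEM with 2% FBS, pin-dosed and incubated 48 h at 37°C. Acumen cytometry (488 nm) gave the GFP/RFP total-intensity ratio.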
# KinaseGlo FLuc: counter-screen: inhibitors of Kinase-Glo firefly luciferase; Kinase-Glo luciferase, ATP luminescence, 8 min; Potency, µM (doses to about 38.3 µM), for inactives: at the highest dose activity change, negative = inhibition, actives largely listed as inhibitors; actives 0.28% (n = 200,000); AID 1379; also: % is scaled to controls: 0 for no effect and ±100 for the full control effect; nearly all actives have a fitted effect of over 60% in size
#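 Inhibition of Kinase-Glo luciferase light generation was assessed at 10 uM ATP in pH 7.2 imidazole buffer, with luminescence measured after eight minutes at ambient temperature.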
# RECQ1 inh: blocks DNA unwinding by human RECQ1; P46063; RECQ1 DNA unwinding, red fluorescence kinetic read; Potency, µM (titrated, usually from 57.3 µM), for inactives: at the top dose activity, negative = inhibition, most hits filed as inhibitors; actives 0.54% (n = 240,000); AID 2549;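 also: plate controls were vehicle for no effect and no enzyme for full effect; nearly all actives have a fitted effect of over 30% in size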
# Target sequence (P46063 whole entry, looked up): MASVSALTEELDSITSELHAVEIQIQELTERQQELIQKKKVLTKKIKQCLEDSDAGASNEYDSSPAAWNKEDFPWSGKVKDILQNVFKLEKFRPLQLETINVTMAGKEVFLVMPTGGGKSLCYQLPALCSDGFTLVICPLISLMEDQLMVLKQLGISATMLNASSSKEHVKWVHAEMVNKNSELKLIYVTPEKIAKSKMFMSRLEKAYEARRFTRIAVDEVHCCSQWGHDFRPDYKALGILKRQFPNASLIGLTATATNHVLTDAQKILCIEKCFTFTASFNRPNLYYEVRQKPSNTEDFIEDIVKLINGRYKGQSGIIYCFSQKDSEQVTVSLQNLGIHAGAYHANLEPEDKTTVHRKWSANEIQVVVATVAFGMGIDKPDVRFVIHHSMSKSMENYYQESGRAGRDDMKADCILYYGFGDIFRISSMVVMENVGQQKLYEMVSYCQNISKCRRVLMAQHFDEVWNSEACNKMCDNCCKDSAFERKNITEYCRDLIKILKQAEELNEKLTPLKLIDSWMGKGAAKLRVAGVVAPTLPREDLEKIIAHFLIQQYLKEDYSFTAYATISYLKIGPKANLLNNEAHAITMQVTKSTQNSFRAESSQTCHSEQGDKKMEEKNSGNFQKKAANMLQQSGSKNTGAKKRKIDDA
#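 50 nM RECQ1T1 preincubated 15 min with compound in Tris pH 8.0 buffer with MgCl2, DTT, Tween-20 and 2.5 ug/ml poly(dI-dC); started with 200 nM TAMRA/BHQ-2 forked duplex and 2 mM ATP. Unwinding read as fluorescence (525/598 nm), two reads 2 h apart.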
# Tau fibril ThT: tau fibrillization inhibition (ThT binding); P10636; recombinant tau K18 P301L (four-repeat tau fragment), heparin-induced fibrillization, ThT fluorescence; Potency, µM (titrated, usually from 57.4 µM), for inactives: at the highest dose activity, negative = inhibition, hits mostly inhibitors; actives 2.1% (n = 270,000); also: % is scaled to controls: 0 for no effect and ±100 for the full control effect; nearly all actives have a fitted effect of over 55% in size
# Target sequence (P10636 561-689 P618L limits assumed): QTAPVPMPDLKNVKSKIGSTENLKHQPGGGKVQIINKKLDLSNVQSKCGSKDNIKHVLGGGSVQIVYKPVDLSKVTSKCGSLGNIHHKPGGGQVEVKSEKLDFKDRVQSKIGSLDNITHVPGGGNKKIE
#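 Aggregation was driven by heparin (20 uM final) acting on recombinant tau […] bearing P301L in 100 mM sodium acetate pH 7; fibrils were detected with Thioflavin T.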
# KDM4E inh: inhibitors of human JMJD2E histone demethylase; JMJD2E catalytic domain, FDH-coupled NADH fluorescence (FDH is formaldehyde dehydrogenase); Potency, µM (titrated, usually from 57.1 µM), without a hit: at the top dose activity change, negative = inhibition, most hits filed as inhibitors; actives 1.6% (n = 230,000); AID 2147; active = well fitted inhibition curve with a large enough effect, not every such curve was filed as active; inconclusive = small, poorly fitted or top-dose-only effect, or another doubt; inactive = no such curve, though single readings can be large or run the other way;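 also: 0% = wells with enzyme and -100% = buffer wells without enzyme; nearly all actives have a fitted effect of over 50% in size; many of its hits are not listed in these tables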
# Target sequence (B2RXH2 1-337 limits assumed): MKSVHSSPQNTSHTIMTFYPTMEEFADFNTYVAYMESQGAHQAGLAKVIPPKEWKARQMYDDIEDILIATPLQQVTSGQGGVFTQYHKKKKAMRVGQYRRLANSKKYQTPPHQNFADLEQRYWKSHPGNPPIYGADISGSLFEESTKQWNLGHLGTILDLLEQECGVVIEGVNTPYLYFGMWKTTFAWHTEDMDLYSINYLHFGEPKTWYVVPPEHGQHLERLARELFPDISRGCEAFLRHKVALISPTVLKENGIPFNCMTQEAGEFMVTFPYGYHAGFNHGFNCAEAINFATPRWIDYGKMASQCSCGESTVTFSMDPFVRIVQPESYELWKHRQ
# SMN2 splice enh: enhancers of SMN2 splice variant expression; HEK293 SMN2-luciferase splicing reporter, luminescence, 30-36 h; Potency, µM (series often up to 46.1 µM), inactives show at the highest dose activity change, positive = activation, hits mostly activators; actives 2.8% (n = 210,000); also: % of control where 0% means no effect; nearly all actives have a fitted effect of over 55% in size
#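 HEK293 cells carry an SMN2 […]–luciferase reporter in which exon 7 inclusion puts luciferase in frame. Cells were plated 10-12 h before compound addition, then incubated 30-36 h at 37C. ONE-Glo luminescence was read; sodium butyrate at 4.5 mM final served as control.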
# Numbers without * were called inactive; i = inactive; ? = inconclusive; / = no result given; & = joins results of further samples; [ ] = dose if it differs, or a comment. Unless noted, calls follow the shape of the dose curve; as a rule, active = well fitted curve in the direction sought with a large enough effect; inconclusive = small, poorly fitted or top-dose-only effect, or another doubt; inactive = no such curve, though single readings can be large; an effect the other way counts as inactive or inconclusive. Potency is read from the fitted curve at half-maximal effect. These rows are one share of the data, so the mix of outcomes need not match the whole.
smiles,Lamin A splicing,ALDH1A1 block,Tau fibril ThT,RECQ1 inh,L3MBTL1 block,KinaseGlo FLuc,SMN2 splice enh,KDM4E inh
Cc1ccc(S(=O)(=O)Nn2c(O)c(C=C3N=c4ccccc4=N3)sc2=S)cc1,/,-9%,11µM*,0%,-20%,/,/,10%
CNc1nc(-c2ccc3c(c2)CCN3C(=O)c2ccc(F)cc2)cs1,-14%[46 µM],?,?,-4%,9%,-4%,2%,-8%
CCOC(=O)Cc1nnc(NC(=O)CSc2nncn2C)s1,2%,0%,-1%,-2%,9%,2%,-15%,-1%
CC(=O)Nc1ccccc1OC(C)C(=O)NC(C)c1ccc(F)cc1 (stereo not given),-19%,5%,1%,0%,-5%,0%,-27%,-5%
Cc1cc(NS(=O)(=O)c2ccc(NC(=O)CSc3nnc(-c4ccco4)n3Cc3ccco3)cc2)nc(C)n1,6%,-14%,14%,5%,7%,-3%,21%,-6%
O=[N+]([O-])c1cccc(S(=O)(=O)c2cccc([N+](=O)[O-])c2)c1,-14%[46 µM],-3%,-2%,i,3%[11.4 µM],-1%,-1%,4%
C=C(C)CSc1nc(C)c(Cc2ccccc2)c(=O)[nH]1,-5%,-5%,-2%,-7%,7%[11.4 µM],2%,-28%,2%
COc1ccc(Cc2nc(-c3ccc(NC(=O)c4cccnc4)cc3)no2)cc1,?,12%,-13%,-10%,4%,-1%,-47%[inhibitor],-2%
CCOC(=O)c1[nH]c2ccc(OCC)cc2c1NC(=O)CN1CCCC(C)C1 (stereo not given),2%,?,-3%,-11%,-9%,0%,36%,?
COc1ccc(-c2nnn(CC(=O)N(Cc3ccccc3Cl)C(C(=O)NCC3CCCO3)c3ccco3)n2)cc1OC (stereo not given),-10%,8%,-22%,-1%,-5%,1%,?,-4%

# Other structures follow.
smiles,Lamin A splicing,ALDH1A1 block,Tau fibril ThT,RECQ1 inh,L3MBTL1 block,KinaseGlo FLuc,SMN2 splice enh,KDM4E inh
Cn1cccc1C(C#N)c1ncc(C(F)(F)F)cc1Cl (stereo not given),?,6%,?,i,-12%,-1%,-6%,?
O=C(Nc1ccc(N2CCOCC2)nc1N1CCOCC1)c1cccc(C(F)(F)F)c1,/,1%,-12%,-5%,27%,/,/,?
CC(C)(C)c1csc(NC(=O)c2cccs2)n1,?,?,-14%,i,-13%[11.4 µM],0%,/,0%
CCOC(=O)/C=C1\CC(=O)Nc2nonc2N1,4%,2%,-8%,-9%,-4%,-4%,-2%,-8%
O=C1C2CC=CCC2C(=O)N1c1n[nH]c(Cc2ccccc2)n1 (stereo not given),-6%,2%,7%,i,/,5%,?,10%
Cc1cc(NC(=O)CSc2nnc3c(C)cc4cc5c(cc4n23)OCO5)no1,4%,8%,-7%,-3%,9%,-2%,-8%,?
CCCn1c(=O)c(C(=O)Nc2c(C)n(C)n(-c3ccccc3)c2=O)c(O)c2ccccc21,8%,3%,-5%,-5%,35%[activator],-1%,-6%,-2%
Cn1nccc1C(=O)OCC(=O)Nc1nc(-c2ccccc2)cs1,7%,2%,-14%,-11%,0%,14%,10%,-6%
Cc1ccccc1-c1ccc(/C=C2/SC(N3CCOCC3)=NC2=O)o1,/,/,?,-4%,-3%,/,/,-12%
COc1cc(NC(=O)c2ccccc2F)ccc1NC(=O)c1ccccc1Cl,-2%[46 µM],?,-13%,-8%,-8%,0%,7%,?

# Next part:
smiles,Lamin A splicing,ALDH1A1 block,Tau fibril ThT,RECQ1 inh,L3MBTL1 block,KinaseGlo FLuc,SMN2 splice enh,KDM4E inh
Cn1c(NC(=O)C[n+]2cc(-c3ccccc3)n3c2CCC3)cc(=O)n(C)c1=O,-9%,12%,1%,0%,3%,0%,-7%,0%
C[C@H]1Cc2c(COc3ccccc3)nc3c(c2CO1)CN(C(=O)c1cc(I)ccc1F)CC3,7%[9.22 µM],-4%[13.5 µM],2%[11.5 µM],-1%[11.5 µM],/,-3%[7.66 µM],-15%[9.22 µM],-4%[11.4 µM]
C[C@H]1Cc2c(-c3ccccc3)nc3c(c2CO1)CN(S(=O)(=O)c1ccc2c(c1)OCCN2C)CC3,-16%[9.22 µM],-4%[13.5 µM],10%[11.5 µM],i[11.5 µM],/,-7%[7.66 µM],-4%[9.22 µM],-1%[11.4 µM]
c1ccc(-c2cc(-c3ccccc3)on2)cc1,/,10%,-15%,i,4%,/,/,-4%
CN(C)C(=O)CSc1nc2ccccc2n1Cc1ccccc1,5%,3%,0%,i,39%[activator],2%,-7%,6%
CCOC(=O)C(NC(=O)c1ccccc1)=C(C)C,2%,-8%,-11%,5%,/,-7%,-27%,2%
CCN(CC)C(=O)CN1C(=O)NC2(CCc3ccccc3C2)C1=O (stereo not given),-17%[46 µM],10%,-2%,-3%,1%,3%,14%,8%
CC(C)CC(=O)N1CCN(S(=O)(=O)c2ccc(Cl)cc2)CC1,17%[46 µM],6%,-6%,2%,8%,2%,/,11%
Cc1cc(=O)n2[nH]c(N)c(N=Nc3ccccc3F)c2n1,?,-2%,11µM*,-3%,-8%,-3%,-21%,2%
Cc1coc2cc3oc(=O)c4c(c3cc12)CCC4,-2%,?,-4%,i,/,1%,-8%,?

# (next part)
smiles,Lamin A splicing,ALDH1A1 block,Tau fibril ThT,RECQ1 inh,L3MBTL1 block,KinaseGlo FLuc,SMN2 splice enh,KDM4E inh
O=C(NCCCN1CCN(c2ccccc2F)CC1)C1CCCN(S(=O)(=O)c2cnc[nH]2)C1 (stereo not given),22%,?,1%,-3%,1%,4%,1%,-2%
COC(=O)c1c(NC(=O)CC2SC(N)=NC2=O)sc(C)c1C (stereo not given),8%[46 µM],9%,-4%,i,2%,1%,3%,-12%
O=C1C(c2ccccc2)SC(=Nc2ccccc2)N1S(=O)(=O)c1ccccc1 (stereo not given),6%,3.2µM*,-12%,i,/,-6%,17%,-29%
O=c1cc(CN2CCN(S(=O)(=O)c3ccccc3)CC2)nc2sccn12,5%[46 µM],-2%,-1%,1%,/,-3%,-7%,-4%
COC(=O)C1=C(C(=O)OC)[C@@H]2N(Cc3ccccc3)c3ccccc3[C@@]23C[C@@H](C(=O)OC)N(S(=O)(=O)c2ccc(Br)cc2)C3=N1,?,-2%[13.5 µM],6%[11.5 µM],-11%[11.5 µM],/,-11%[7.66 µM],-3%[9.22 µM],3%[11.4 µM]
Cc1noc2ncnc(N3CCCC3)c12,-35%[46 µM],-4%,3%,i,1%,3%,0%,-3%
CCOc1ccc(-c2n[nH]c(C)c2-c2ccccc2OC)c(O)c1,?,?,0%,-2%,-18%,-4%,-25%,-3%
COc1ccc(CSCCNC(=S)Nc2ccccc2)cc1Cl,?,-18%,-2%,-13%,-14%,-3%,12%,-20%
NS(=O)(=O)c1ccc(CNC(=O)c2scc3c2CCCC3)cc1,9%[46 µM],-2%,4%,-4%,/,-2%,-26%,2%
O=C1CCCC2=C1C(c1ccc(Cl)cc1)C1C(=O)c3ccccc3C1=N2 (stereo not given),-4%,0%,16µM*,-7%,-2%,-2%,-6%,3%

# Going on with the list.
smiles,Lamin A splicing,ALDH1A1 block,Tau fibril ThT,RECQ1 inh,L3MBTL1 block,KinaseGlo FLuc,SMN2 splice enh,KDM4E inh
Cc1cc(C(=O)CSc2nnc(N)s2)c(C)n1Cc1cccs1,?,?,-4%,1%,-14%,-1%,-75%[inhibitor],-4%
CCCCOC(=O)c1ccc(NC(C)=O)cc1,9%,-8%,-12%,?,1%,5%,15%,-2%
Cc1nc2c3c(-c4ccccc4)c(-c4ccccc4)oc3ncn2n1,3%,?,-6%,-1%,0%,-2%,-4%,-4%
CC1(C)Cc2ccccc2C(NNC(=O)c2ccccn2)=N1,?,6%,-1%,i,/,-3%,-23%,25µM*
O=C(O)c1cc2cc(Cc3cccnc3)ccc2o1,-12%,3%&4%,0%&0%,-8%&13%,/,-10%&0%,11%&4%,0%&-9%
COc1ccc(-n2cnc3c(sc4nc(N5CCOCC5)c5c(c43)CCCC5)c2=O)cc1,19%[9.22 µM],?,?,i,/,0%,-21%,?
COc1ccc(C)cc1NC(=O)N1CCC(CO)(CC2CCCCO2)CC1 (stereo not given),11%[46 µM],3%,1%,i,1%,0%,-16%,5%
CCOC(=O)c1cc(CC)sc1NC(=O)Cc1ccccc1,5%,-14%,?,-28%,/,-2%,-21%,-7%
C#CCOCCOCCOCCNc1nc(N2CCN(C(=O)[C@H]([C@@H](C)CC)n3cc([C@@H](N)CO)nn3)CC2)nc(N2CCN(C(=O)[C@H](CCCCN)n3cc([C@@H](N)C(C)CC)nn3)CC2)n1 (stereo not given in full),/,5%,-5%,-6%,-18%,/,/,-1%
Cc1ccc(S(=O)(=O)Nc2cc3c(C(=O)Nc4ccccc4)c(C)oc3c3ccccc23)cc1,7%,?,-10%,-9%,-17%,1%,6%,-6%

# (listing goes on)
smiles,Lamin A splicing,ALDH1A1 block,Tau fibril ThT,RECQ1 inh,L3MBTL1 block,KinaseGlo FLuc,SMN2 splice enh,KDM4E inh
O=C(O)C1CC1C(=O)N1CCN(c2ccc(Cl)c(Cl)c2)CC1 (stereo not given),-2%,-14%,-10%,i,/,1%,8%,0%
CC1=CC2=NC(=O)/C(=C/c3cccn3Cc3ccccc3)C(=N)N2O1,/,/,?,-4%,-16%,/,/,-5%
O=C(NCC(=O)N(CCc1ccccc1)C(C(=O)NC1CCCC1)c1cccnc1)c1ccco1 (stereo not given),-18%,-1%,-14%,-2%,3%,6%,0%,5%
COc1ccccc1Cc1nnnn1CC(=O)O,-1%,3%,-5%,-2%,8%,2%,-2%,13%
Cc1csc(SCC(=O)c2c(N)n(C)c(=O)n(C)c2=O)n1,9%,5%,-6%,-7%,/,0%,-38%[inhibitor],-1%
O=C(C[n+]1ccc(/C=N/O)cc1)N(Cc1ccccc1)Cc1ccccc1,/,2%,-2%,-8%,/,1%,-30%[inhibitor],4%
O=C(Nc1cccc(N2C(=O)C3C4C=CC(C4)C3C2=O)c1)c1cccs1 (stereo not given),/,7%,5%,-9%,-9%,0%,/,-8%
O=C(Nc1ccc(Cl)c(Cl)c1)Nc1ccccc1O,/,-1%,?,-15%,-13%,/,/,-2%
